# Screening data from PubChem.
# CCR6 antagonist: blocks CCL20-driven beta-arrestin recruitment at human CCR6; CHO-K1 CCR6 PathHunter beta-arrestin, luminescence, CCL20-stimulated; inhibition, % at 20 µM; 340,000 compounds, 0.49% hits; AID 493098;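 active = compounds whose inhibition of the agonist-driven luminescence signal at 20 µM reaches about 50%, limit read from the data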;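 also: cells stimulated with CCL20 at 14 nM final; plate controls were DMSO with CCL20 for no effect and DMSO without agonist for full effect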
# EBI2 block: blocks human EBI2 receptor beta-arrestin signaling; P32249; EBI2 beta-arrestin recruitment, luminescence, 7a,25-OHC stimulated; inhibition, % at 5 µM; 360,000 compounds, 0.81% hits; in the data active = inhibition above about 38%;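 also: enzyme fragment complementation signal reports receptor beta-arrestin coupling in cells; 0% = agonist plus DMSO wells and 100% = wells without agonist; some results beyond the cut were filed as inactive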
# APJ ag: APJ receptor agonism; CHO-K1 APJ PathHunter beta-arrestin, luminescence; 0% DMSO wells, 100% apelin; activation, % at 20 µM; 330,000 compounds, 0.11% hits;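 active = activation more than six SD over the plate average, tested at 20 µM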;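 also: 0% = DMSO alone and 100% = apelin-13 at 10 nM; some results filed as inactive read as strong as hits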
# Target sequence (P35414 whole entry, looked up): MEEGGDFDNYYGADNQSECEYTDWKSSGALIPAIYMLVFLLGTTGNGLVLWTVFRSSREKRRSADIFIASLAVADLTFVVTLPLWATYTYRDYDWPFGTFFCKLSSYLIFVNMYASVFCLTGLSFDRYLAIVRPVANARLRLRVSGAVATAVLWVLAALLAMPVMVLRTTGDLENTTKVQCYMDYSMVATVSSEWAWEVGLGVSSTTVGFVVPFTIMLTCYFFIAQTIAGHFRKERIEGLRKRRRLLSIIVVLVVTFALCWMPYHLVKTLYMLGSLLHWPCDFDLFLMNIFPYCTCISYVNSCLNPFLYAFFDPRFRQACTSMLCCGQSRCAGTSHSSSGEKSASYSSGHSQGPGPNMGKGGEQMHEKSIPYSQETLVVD
#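 Material: CHO-K1 APJ beta-arrestin complementation cell line; Input: cell density 1000 per well; Incubation: compound stimulation 90 min at 25 °C, detection 60 min; Signal: luminescence from split beta-galactosidase complementation, Galacton Star/Emerald II substrate; Controls: DMSO-only wells as negative, 10 nM Apelin-13 as positive control.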
# UBC13 inh: inhibitors of human UBC13 polyubiquitin chain formation; AID 485273; 330,000 compounds, 0.47% hits; TR-FRET; P61088; inhibition, % at 20 µM; in the data active = inhibition above about 45%, passing the limit was not always enough
# Target sequence (P61088 whole entry, looked up): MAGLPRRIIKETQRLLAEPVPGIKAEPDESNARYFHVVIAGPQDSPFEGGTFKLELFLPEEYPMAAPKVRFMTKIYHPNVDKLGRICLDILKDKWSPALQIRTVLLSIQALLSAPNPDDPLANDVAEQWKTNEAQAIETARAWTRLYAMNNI
# ATG4B inh: ATG4B (human) cysteine protease inhibition; ATG4B cleavage of LC3-PLA2, NBD-HPC fluorescence, 1 h; inhibition, % at 8.33 µM; 340,000 compounds, 0.51% hits; in the data active = inhibition above about 40%
# Target sequence (Q9Y4P1 whole entry, looked up): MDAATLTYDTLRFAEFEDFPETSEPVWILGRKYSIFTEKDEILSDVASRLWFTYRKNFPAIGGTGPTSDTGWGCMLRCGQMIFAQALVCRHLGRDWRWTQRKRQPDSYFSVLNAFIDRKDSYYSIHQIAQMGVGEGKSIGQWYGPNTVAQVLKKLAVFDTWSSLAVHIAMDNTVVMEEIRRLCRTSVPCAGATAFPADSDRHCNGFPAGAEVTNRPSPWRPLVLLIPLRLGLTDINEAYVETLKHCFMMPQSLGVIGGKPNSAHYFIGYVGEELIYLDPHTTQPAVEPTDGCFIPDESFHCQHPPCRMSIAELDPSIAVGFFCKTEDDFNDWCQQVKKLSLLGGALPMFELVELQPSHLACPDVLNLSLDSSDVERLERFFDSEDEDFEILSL
# Gli-Sufu antag: blocks Gli-Sufu signaling in a luciferase reporter | Sufu-KO-LIGHT fibroblasts, Gli luciferase reporter luminescence | inhibition, % at 5 µM | 340,000 compounds, 0.74% hits | AID 588413;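 active = inhibition above about 55%, limit read from the data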;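 also: 0% = DMSO-treated cells and 100% = wells with medium but no cells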
# CXCR6 block: inhibitors of human CXCR6 receptor; O00574; CHO-K1 PathHunter CXCR6 beta-arrestin, luminescence; inhibition, % at 20 µM; 360,000 compounds, 0.36% hits; AID 602244; in the data active = inhibition above about 34%, passing the limit was not always enough;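 also: antagonist mode with CXCL16 agonist at 10 nM final; 0% = 10 nM CXCL16 with DMSO and 100% = unstimulated wells without agonist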
# APJ antag: antagonists of human APJ apelin receptor; P35414; CHO-K1 APJ beta-arrestin complementation, luminescence; inhibition, % at 20 µM; 330,000 compounds, 0.32% hits;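 active = inhibition above about 40% at 20 µM, limit read from the data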;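 also: cells challenged with 10 nM apelin-13 agonist together with compound; plate controls were apelin-13 plus DMSO wells for no effect and DMSO wells lacking apelin-13 for full effect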
# Starred values were filed as active, the others as inactive; . = not tested or not shown.
SMILES,CCR6 antagonist,EBI2 block,APJ ag,UBC13 inh,ATG4B inh,Gli-Sufu antag,CXCR6 block,APJ antag
CCCc1cc(=O)oc2cc(OCc3ccc(C(=O)O)o3)ccc12,6,13,-5,2,-2,0,4,17
Cn1c(NCc2c[nH]c3ccccc23)nc2ccccc21,-11,-37,22*,-7,-6,-56,-9,-14
CNC(=O)CSc1nnc(CCc2ccccc2)n1-c1ccccc1,3,-4,3,3,-2,4,3,10
CCc1ccccc1NC(=O)Cn1cccc1C1=NC(c2ccccc2)CO1 (centres undefined),4,13,-2,-17,-11,0,4,10
C/C(=N\Nc1cccc([N+](=O)[O-])c1)c1ccccc1O,25,18,-4,-1,-2,7,1,23
CN(C)c1ccc(/C=N/NC(=O)CCCO)cc1,-10,4,-2,3,7,-13,5,3
COc1cc(/C=N/NC(=O)COc2ccc([N+](=O)[O-])cc2)ccc1OCC(=O)N1CCOCC1,2,-3,0,-9,-5,-24,4,5
CCOC(=O)CC1(C)OCC(C[N+]2(C)CCCCC2)O1 (centres undefined),8,-13,-4,4,6,3,2,10
O=C(Nc1ccccc1N1CCN(C(=O)c2ccc(Cl)cc2)CC1)c1cc2ccccc2o1,10,33,4,-15,-20,-12,11,0
Cc1cc(C(=O)Nn2c(-c3ccc(Br)cc3)nc3ccccc3c2=O)ccc1[N+](=O)[O-],1,6,-1,-10,9,12,0,1
CCN1C(=O)[C@H]2[C@@H](c3ccc(-c4ccc(C(C)=O)cc4)cc3)N3CCC[C@@]3(C(=O)OC)[C@H]2C1=O,8,10,-3,-3,-9,-10,1,-9
N#CCNc1ccc([N+](=O)[O-])cc1C#N,-5,0,4,-15,10,-11,-26,-12
COc1ccc(NC(=O)Nc2ccc(N3CCOCC3)c3nonc23)c(OC)c1,14,8,-2,-14,-9,9,7,8
COc1ccc(N2CCN(C(=O)COC(=O)c3cc(S(=O)(=O)N(C)C)ccc3N3CCCC3)CC2)cc1,10,-1,-4,2,3,20,2,4
Cc1ccc(C)c(/C=C2\N=C(c3ccccc3F)OC2=O)c1,35,-9,-2,-3,-3,4,5,3
O=C(CSc1ccc2nnc(-c3ccccc3)n2n1)NCc1ccco1,3,6,-4,1,3,-9,-7,0
O=C(Nc1ccccc1N1CCOCC1)c1ccncc1,-10,4,8,0,3,-2,-1,-13
CCOc1ccc(NC(=O)CSc2ccc3nnc(-c4cccnc4)n3n2)cc1,0,-7,-4,10,-6,5,5,0
COc1ccccc1NC(=O)NNC(=O)c1ccncc1,-2,6,.,.,6,8,-3,.
Cn1c(SCC(=O)N(Cc2ccccc2)C(C)(C)C)nc2ccccc21,28,24,0,-3,-3,58*,27,14
CNC(=S)N(CCc1ccc(OC)c(OC)c1)C1CC(=O)N(c2ccccc2)C1=O (centres undefined),9,-8,-3,4,-3,4,0,-4
Cc1ccnc(N2C(=O)c3ccccc3C2Nc2ccccc2Cl)c1 (centres undefined),5,7,-4,12,0,3,2,7
CCOC(CCn1c(SCC(=O)Nc2cc(C)on2)nc2ccccc2c1=O)OCC,14,0,-2,2,-3,-3,5,5
O=C(Nc1ccc(O)cc1)c1ccc(NC(=O)C2CCCO2)cc1 (centres undefined),-6,-14,3,-3,3,17,-10,-5
COc1ccc(N(CC(=O)N2c3ccccc3CC2C)S(=O)(=O)c2c(C)nn(C)c2C)cc1 (centres undefined),-4,1,5,-10,-3,-3,-3,19

# Single records, from the list above.
# O=C(Nc1ccccc1N1CCN(C(=O)c2ccc(Cl)cc2)CC1)c1cc2ccccc2o1 across the screens: CCR6 antagonist = 10; EBI2 block = 33; APJ ag = 4; UBC13 inh = -15; ATG4B inh = -20; Gli-Sufu antag = -12; CXCR6 block = 11; APJ antag = 0
# CCOc1ccc(NC(=O)CSc2ccc3nnc(-c4cccnc4)n3n2)cc1 across the screens: CCR6 antagonist = 0; EBI2 block = -7; APJ ag = -4; UBC13 inh = 10; ATG4B inh = -6; Gli-Sufu antag = 5; CXCR6 block = 5; APJ antag = 0
# CCCc1cc(=O)oc2cc(OCc3ccc(C(=O)O)o3)ccc12 across the screens: CCR6 antagonist = 6; EBI2 block = 13; APJ ag = -5; UBC13 inh = 2; ATG4B inh = -2; Gli-Sufu antag = 0; CXCR6 block = 4; APJ antag = 17

# (listing goes on)
SMILES,CCR6 antagonist,EBI2 block,APJ ag,UBC13 inh,ATG4B inh,Gli-Sufu antag,CXCR6 block,APJ antag
Cc1ccccc1OCC(=O)NCCNC(=O)c1cccnc1,18,2,-1,5,3,13,12,7
COC(=O)Nc1ccc(S(=O)(=O)Nc2ccccc2F)cc1,-4,-4,-3,1,-2,7,-6,7
Cc1ccccc1Nc1nnc(SCC(=O)c2ccc(O)cc2O)s1,4,-2,1,0,-3,6,-8,-1
CCCN(CCC)Cc1c(C(=O)N/N=C/c2ccc(Br)cc2)nnn1-c1nonc1N,4,14,0,-5,-4,0,-8,2
Clc1ccccc1-c1csc(Nc2cccnc2)n1,0,11,3,6,4,-16,-4,-20
O=C(N/N=C\c1ccc(Cl)cc1)C1=NOC2COC3(CCN(c4ccc([N+](=O)[O-])cc4)CC3)OCC12 (centres undefined),17,8,-1,-8,-4,7,13,-4
c1ccc(COc2cccc(CN3CCN(c4ccccn4)CC3)c2)cc1,-1,-6,-3,4,19,7,3,-19
Cc1cc(=O)oc(C)c1C(=O)Nc1cnc2ccccc2c1,-2,8,1,0,-1,14,1,16
Cc1ccc(N(Cc2ccc(C(=O)NCC3CCCO3)cc2)S(C)(=O)=O)cc1C (centres undefined),3,2,-3,-1,1,-2,5,4
CCn1c(SCC(=O)Nc2cccc(NC(C)=O)c2)nnc1C(C)C,-4,0,-1,1,-1,1,-2,15
CCC(=O)Nc1sccc1C(=O)OC,-2,-8,-3,-3,0,1,-9,7
CCc1noc(C)c1C(=O)N1CCCC(C(=O)c2cc(F)ccc2F)C1 (centres undefined),20,0,-3,-2,-5,2,-2,4
CCOC(=O)c1sc(CS(=O)(=O)c2ccc(Cl)cc2)nc1C,3,0,0,8,1,2,-1,6
CC(C)c1ccccc1NC(=S)N1CCN(S(=O)(=O)c2cccs2)CC1,12,-1,-2,-2,-1,9,2,8
CCCCOC(=O)c1ccc(NC(=O)CSCc2n[nH]c(=O)[nH]2)cc1,13,7,-4,13,-3,20,9,-6
Cc1csc(NS(=O)(=O)c2cccc([N+](=O)[O-])c2)n1,-4,-2,-3,-7,-7,-2,2,-10
COc1ccccc1C(=O)NC(=S)NNC(=O)c1sc2ccccc2c1Cl,3,-7,3,-20,-6,19,6,20
COc1cc(OC)cc(C(=O)NNC(=O)c2ccccc2Br)c1,-3,-10,0,-2,-5,2,-10,-23
Cc1ccc(CSc2ncnc3c2cnn3Cc2ccccc2)cc1C,-12,23,-2,-2,2,-2,8,6
COc1ccc(OCCCC(=O)NCCc2ccc(OC)c(OC)c2)cc1,7,-6,-2,5,-11,0,3,5
NC(=O)CC(NC(=O)c1ccc(Br)cc1)c1ccc(NCc2ccc(F)cc2)c([N+](=O)[O-])c1 (centres undefined),22,8,-4,-28,-9,-19,8,27
COc1ccc(-c2nc(CN3CCC(C(=O)NC4CCCC4)CC3)c(C)o2)cc1OC,4,6,2,-5,-1,6,7,-13
CC12CCC(C(=O)NC(c3ccccc3)c3ccccc3)(OC1=O)C2(C)C (centres undefined),21,4,-7,1,16,4,1,3
C/C(=N\NC(=O)C(O)(c1ccccc1)c1ccccc1)c1ccc(C)o1,6,-6,-1,-8,8,7,-11,1
CCOC(=O)C1CCN(C(=O)C(C)Sc2ccc(Cl)cc2)CC1 (centres undefined),20,0,0,-9,-3,-1,0,-4

# Fetched by structure from the entries so far (two):
SMILES,CCR6 antagonist,EBI2 block,APJ ag,UBC13 inh,ATG4B inh,Gli-Sufu antag,CXCR6 block,APJ antag
CC12CCC(C(=O)NC(c3ccccc3)c3ccccc3)(OC1=O)C2(C)C (centres undefined),21,4,-7,1,16,4,1,3
CCC(=O)Nc1sccc1C(=O)OC,-2,-8,-3,-3,0,1,-9,7

# Carrying on.
SMILES,CCR6 antagonist,EBI2 block,APJ ag,UBC13 inh,ATG4B inh,Gli-Sufu antag,CXCR6 block,APJ antag
Cc1ccc(C)c(N2CCN(C(=O)CCc3nc(-c4ccc(F)cc4)no3)CC2)c1,19,2,.,.,2,8,2,.
COc1ccc(CN2CC(C(=O)NCCCN3CCCCCC3)CC2=O)cc1 (centres undefined),-12,-5,0,23,-3,-4,4,1
O=C(NCCCN1CCOCC1)c1nn(-c2ccccc2)c(=O)c2ccccc12,6,-3,-3,1,7,-2,9,7
O=C(c1cc([N+](=O)[O-])ccc1N1CCOCC1)N1CCCCC1,-2,-9,-4,3,-9,-4,7,12
O=C(Oc1cc(=O)oc2c1c(=O)n1c3c(cccc23)CC1)c1ccccc1,-6,-5,0,2,-6,5,-16,-2
CN=c1sc2ccccc2n1CC(O)c1ccccc1 (centres undefined),-3,5,-3,10,7,1,5,2
COc1ccc(Nc2nccc3c2ncn3C)cc1,-1,-3,-3,5,-9,-57,3,6
Cc1csc(Nc2ccc(Cl)cc2)n1,0,0,3,13,8,-11,-2,5
CCc1cc2c3c(c(=O)oc2cc1O)CCCC3,10,4,2,23,-18,-1,3,-5
CC(=O)c1ccc(NC(=O)CSc2nnc(-c3ccncc3)o2)cc1,-3,6,-5,-8,-4,-2,-16,0
Cc1ccc(NC(=S)N/N=C/c2ccc(OCCC(C)C)cc2)c(C)c1,22,13,-2,-18,4,-35,13,16
O=C(Nc1ccccc1N1CCCC1)c1ccc2ccccc2c1,12,-8,-2,-3,27,-5,8,27
COc1ccc(CNC(=O)C2CCC(=O)N2C(C)C)c(OC)c1 (centres undefined),-3,-2,-1,21,-4,2,2,-10
CCOC(=O)c1cn2nc(Oc3ccc(C#N)cc3)ccc2n1,5,-5,-2,2,5,1,-3,-16
CC(C)(C)N(NS(=O)(=O)c1ccc(F)cc1)c1ccccc1,0,-9,-2,-11,0,9,6,-5
O=c1[nH]c2ccc(S(=O)(=O)NCCO)cc2[nH]1,11,0,-2,-2,-1,5,2,13
OCCCNc1nc(-c2ccccc2)nc2c1oc1ccccc12,1,2,1,2,-9,2,1,-2
CCCn1nc(C(=O)N2CCCc3ccccc32)c2ccccc2c1=O,5,14,-2,-4,-10,10,2,11

# Some entries already given, reduced to EBI2 block.
SMILES	EBI2 block
CCCn1nc(C(=O)N2CCCc3ccccc32)c2ccccc2c1=O	14
COc1ccc(CNC(=O)C2CCC(=O)N2C(C)C)c(OC)c1 (centres undefined)	-2
Cc1ccccc1OCC(=O)NCCNC(=O)c1cccnc1	2
